GSK3beta inhib: human GSK3beta kinase inhibition. GST-GSK3beta kinase, ADP-Glo luminescence, 60 min; active compounds read low. activity score (negative = inhibition), % at 10 µM. P49841. 0.038% of 300,000 active;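 active = more than half of replicate wells score below -50%, meaning over 50% inhibition versus plate controls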;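 also: 0% = median DMSO wells and -100% = median GW8510 positive control wells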
Target sequence (P49841 whole entry, looked up): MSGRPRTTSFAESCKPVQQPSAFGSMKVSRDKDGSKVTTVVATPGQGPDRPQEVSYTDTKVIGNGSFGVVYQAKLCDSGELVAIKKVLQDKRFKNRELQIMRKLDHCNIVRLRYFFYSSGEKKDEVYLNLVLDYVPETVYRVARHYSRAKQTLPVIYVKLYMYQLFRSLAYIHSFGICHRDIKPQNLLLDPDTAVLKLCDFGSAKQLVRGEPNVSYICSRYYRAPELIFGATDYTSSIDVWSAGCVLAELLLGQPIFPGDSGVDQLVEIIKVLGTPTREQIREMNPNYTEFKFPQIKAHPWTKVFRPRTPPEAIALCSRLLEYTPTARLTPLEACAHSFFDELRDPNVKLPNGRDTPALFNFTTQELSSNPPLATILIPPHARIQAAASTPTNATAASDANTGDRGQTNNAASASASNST
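Test system: GST-tagged human GSK3beta kinase, cell-free; evaluation: activity score scaled between in-plate DMSO and GW8510 controls; measured by: ADP-Glo luminescence; incubation: 60 min reaction, RT; benchmarks: DMSO and 20 µM GW8510; reagent: peptide substrate plus 25 µM ATP (final); medium: Tris/MgCl2 kinase buffer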
HIF act: HIF pathway transcriptional activation. U2OS HRE-luciferase reporter, luminescence; normalized: DMSO 0%, desferrioxamine 100%. activation, % at 7.5 µM (by protocol). 0.32% of 300,000 active;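 active = mean activation of at least 10% of the iron chelator positive control signal, with at least half of replicates also reaching 10%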
HSP90 inh: inhibitors of HSP90 luciferase refolding in rabbit reticulocyte lysate; luciferase refolding luminescence, 3 h; inhibition, % at 5.6 µM; 0.91% of 290,000 active; AID 1789;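 active = inhibition above the screen-wide mean plus 3 SD, computed separately per campaign, cut at about 16% in these data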;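 also: 0% = DMSO wells and 100% = 60 µM geldanamycin wells; inhibitors lower the luminescence because luciferase stays unfolded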
aSyn 5UTR inh: MLPCN primary screen, SNCA 5' untranslated region; AID 1813; alpha-synuclein 5'UTR reporter, inhibitor activity; 0.82% of 300,000 active; inhibition, % (tested at 7.5 µM); in the data active = inhibition above about 60%;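 also: H4 neuroglioblastoma cells stably carrying SNCA 5'UTR luciferase fusion; 0% = DMSO wells and 100% = positive control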
KLF5 inhibitor: kruppel-like factor 5 inhibition; DLD-1 KLF5 promoter-luciferase reporter, luminescence; 0.23% of 290,000 active; inhibition, % at 5 µM;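 active = inhibition above a per-plate limit of that plate's mean compound inhibition plus 3 SD, cut at about 60% in these data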;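 also: 0% = DMSO wells and 100% = LY294002 at 200 µM; higher means less KLF5 promoter-driven luciferase light; inactives centre near -14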
IEC-6 cytotox: IEC-6 cytotoxicity, counter-screen for KLF5 inhibitors; luminescence viability; AID 1825; 0.78% of 290,000 active; inhibition, % at 5 µM; in the data active = inhibition above about 22%;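 also: 0% = plate median of test compound wells and 100% = cytotoxic reference compound wells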
AI-2 QS modul: modulates the Vibrio harveyi AI-2 quorum sensing system; Vibrio harveyi JMH597 AI-2 luminescence/OD600 ratio, 9 h; active compounds read low; strain lacks LuxN and CqsS sensors; 0 = neutral-control median; activity change, % at 7.5 µM; 0.4% of 300,000 active; AID 2094; in the data active = activity change below about -75%, passing the limit was not always enough;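 also: luminescence divided by OD600 gain over 9 h not by final OD600 alone; inactives centre near 13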
HSF1 activator: increases HSF-1 driven luciferase reporter signal | AID 504408 | 1.7% of 300,000 active | activation, % at 9 µM | NIH3T3-HGL HSF-1 luciferase reporter, MG132, 8 h; 100% = twice DMSO control signal;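 active = mean replicate activation of at least 50% with a set share of replicates each reaching 50%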;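 also: 0% = median of the neutral control wells and 100% = twice that signal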
HSF1 inhib: HSF1 inhibition; NIH3T3-HGL HSE-luciferase, MG132-induced, luminescence 8 h; active compounds read low; activity change, negative = inhibition, % at 7.5 µM (by protocol); 0.77% of 300,000 active;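 active = more than half of replicate wells show activity change below -50%, luminescence cut by over half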;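 also: luciferase reports HSF-1 transcriptional activity via heat shock element; 0% = median of DMSO wells and -100% = zero luminescence signal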
GSK3 alpha inh: human GSK-3 alpha kinase inhibition | ADP-Glo luminescence, 60 min | inhibition, % at 10 µM | 0.1% of 320,000 active;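 in the data active = inhibition above about 50%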;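 also: GST-tagged GSK-3 alpha with peptide substrate and 25 µM ATP; 0% = DMSO neutral wells and 100% = GW8510 positive control wells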
Target sequence (P49840 whole entry, looked up): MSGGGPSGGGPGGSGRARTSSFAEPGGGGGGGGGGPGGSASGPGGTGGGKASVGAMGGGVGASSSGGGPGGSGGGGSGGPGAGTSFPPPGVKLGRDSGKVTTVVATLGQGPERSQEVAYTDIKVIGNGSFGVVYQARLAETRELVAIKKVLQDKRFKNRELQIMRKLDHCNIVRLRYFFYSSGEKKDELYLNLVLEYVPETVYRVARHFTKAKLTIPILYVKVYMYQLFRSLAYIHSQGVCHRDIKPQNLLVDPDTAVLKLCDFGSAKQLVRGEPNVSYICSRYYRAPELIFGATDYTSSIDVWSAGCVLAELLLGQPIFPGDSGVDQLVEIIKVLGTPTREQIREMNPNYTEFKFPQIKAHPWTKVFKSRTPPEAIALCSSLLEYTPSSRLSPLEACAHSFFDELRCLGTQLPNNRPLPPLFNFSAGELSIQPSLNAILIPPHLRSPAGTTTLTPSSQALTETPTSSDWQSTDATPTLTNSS
Starred values were filed as active, the others as inactive; / = not tested or not shown.

SMILES	GSK3beta inhib	HIF act	HSP90 inh	aSyn 5UTR inh	KLF5 inhibitor	IEC-6 cytotox	AI-2 QS modul	HSF1 activator	HSF1 inhib	GSK3 alpha inh
COCCCN1Cc2ccccc2C1=N	-2	0.2	2	31	-24	5	1	9	1	-3
COCCCN=Cc1c(O)[nH]c(=S)[nH]c1=O	-5	0.0	3	-43	-37	2	0	2	1	/
CC(=O)Nc1ccc([As](=O)(O)c2ccc([N+](=O)[O-])cc2)cc1	5	-0.3	-1	-4	7	-6	13	3	-4	6
O=C1NC(=O)C2(Cc3ccccc3N3CCCC32)C(=O)N1Cc1ccccc1 (stereo not given)	-2	0.0	2	-1	-3	4	9	-17	5	2
O=S(=O)(c1ccccc1)N1CCCCC1c1cccnc1 (stereo not given)	1	/	4	2	-26	3	6	7	2	-4
O=C1C2CCCN2C(c2cccc(Cl)c2)N1c1ccccn1 (stereo not given)	-2	0.7	2	-22	-15	-3	9	14	3	-1
O=C(c1cccc2ccccc12)C1CCCN(C2CCC2)C1 (stereo not given)	1	-1.1	-3	2	1	-4	22	-4	-9	-1
COc1ccc(C(=O)C2CCCN(Cc3ccc(F)cc3F)C2)cc1F (stereo not given)	1	-0.3	-4	-12	-20	0	1	-4	7	-2
NC(=S)/N=C/c1c(O)[nH]c(=O)[nH]c1=O	2	-0.1	1	18	-27	5	27	-13	-2	0
COc1ccc(CCNC2CCCCC2)cc1	-1	-0.5	2	-11	-18	1	26	-2	-4	-2
CCOC(=O)Cn1cc(C(=O)c2ccccc2F)c2ccccc21	2	0.4	1	20	-36	5	15	10	0	2
CCN1CC=C(c2c[nH]c3ccccc23)CC1	-2	1.5	3	11	9	-6	12	-6	-8	-14
Cc1cc2c(s1)NC(=O)CN=C2c1cccs1	-23	-0.3	6	17	-10	4	1	-8	-3	54*
CC1CN(O)C2CCc3c(no[n+]3[O-])C12O (stereo not given)	-2	0.8	4	-3	-25	2	23	3	-3	-3
COc1ccc(OCC(=O)N2CCN(Cc3nc4cc([N+](=O)[O-])ccc4n3C)CC2)cc1	0	0.3	-4	-9	-26	7	14	15	1	-1
CCCCCn1c(=O)c(C(=O)Nc2cccc(C)n2)c(O)c2ccccc21	1	-27	2	33	-22	-7	-7	-4	-6	-1
CCOC(=O)C(=CNc1ccc(C(O)(C(=O)OCC)C(F)(F)F)cc1C)C(=O)OCC (stereo not given)	-9	-0.5	0	8	-6	8	7	14	-10	1
CCCNC1=C(C)C(=O)C2=C(C1=O)C(COC(N)=O)[C@]1(OC)C3NC3CN21 (stereo not given in full)	3	1.2	2	-21	-13	8	3	-3	-2	2
CCN1CCN(C(=O)COc2ccc(S(=O)(=O)Nc3ccc(Cl)cc3)cc2)CC1	11	0.2	1	-4	-41	0	18	-8	4	-3
Cc1cc(Oc2ccc(C(F)(F)F)cc2[N+](=O)[O-])c2c3c(c(=O)oc2c1)CCC3	-1	-0.1	-1	2	-19	-6	5	-9	3	0

An excerpt from above in order of heavy-atom count, smallest number first.
SMILES	GSK3beta inhib	HIF act	HSP90 inh	aSyn 5UTR inh	KLF5 inhibitor	IEC-6 cytotox	AI-2 QS modul	HSF1 activator	HSF1 inhib	GSK3 alpha inh
COc1ccc(CCNC2CCCCC2)cc1	-1	-0.5	2	-11	-18	1	26	-2	-4	-2
Cc1cc(Oc2ccc(C(F)(F)F)cc2[N+](=O)[O-])c2c3c(c(=O)oc2c1)CCC3	-1	-0.1	-1	2	-19	-6	5	-9	3	0
CCOC(=O)C(=CNc1ccc(C(O)(C(=O)OCC)C(F)(F)F)cc1C)C(=O)OCC (stereo not given)	-9	-0.5	0	8	-6	8	7	14	-10	1

(further entries)
SMILES	GSK3beta inhib	HIF act	HSP90 inh	aSyn 5UTR inh	KLF5 inhibitor	IEC-6 cytotox	AI-2 QS modul	HSF1 activator	HSF1 inhib	GSK3 alpha inh
Clc1ccc2c(c1)C(c1ccccc1Cl)=NCc1nnc(Br)n1-2	0	-0.1	2	-12	-3	2	29	14	4	0
Cc1ccc(C2N(c3ccccn3)C(=O)C3CCCN32)o1 (stereo not given)	0	0.0	-1	-6	-3	-2	18	-46	-34	-2
Cc1cc(C)n(-c2ccc(NN=C(C#N)C#N)cc2)n1	6	1.9	7	29	-34	-2	14	-6	-16	-2
O=c1[nH]c(=S)n(Cc2ccc(F)cc2)c(O)c1C=NCc1ccc2c(c1)OCO2	-1	-0.3	-5	-10	-16	-1	15	14	4	0
CCCCCCn1c(=O)c(C(=O)Nc2ncccc2O)c(O)c2ccccc21	-1	-0.6	1	92*	45	1	2	12	0	-1
NCCCP(=O)(O)CCc1ccccc1	-2	0.2	-1	18	-15	-3	24	/	/	-3
COc1ccc(C(=O)C2CCCN(C3CSCCSC3)C2)cc1OC (stereo not given)	3	0.2	3	-2	-22	-2	24	1	10	-2
CCCCCc1cc(O)c2c3c(c(=O)oc2c1)CN(C)CC3	1	1.4	0	-21	-5	0	15	-4	5	3
CCOc1ccc(N2C(=O)NC(=O)/C(=C\c3cc(OC)c(OC)cc3[N+](=O)[O-])C2=O)cc1	3	-0.2	0	10	-21	0	12	-1	-14	0
O=C1NC(=O)N(CCNc2ncc(C(F)(F)F)cc2Cl)C(=O)C1Cc1ccc(Cl)cc1 (stereo not given)	2	-0.1	2	7	-34	3	15	0	-11	/
Cc1ccsc1C(=O)C1CCCN(Cc2cnc(N)nc2)C1 (stereo not given)	0	-0.4	4	-10	0	-8	-4	14	-6	0
COc1cc(C(=O)N2C[C@H]3C[C@@H](C2)c2cccc(=O)n2C3)cc(OC)c1OC	1	-0.1	-1	-5	10	-4	18	11	3	-2
COc1ccccc1CN1CCN(C(=O)Cc2ccccc2)CC1	-2	0.3	/	14	/	/	11	-15	-8	-4
CCCCCc1nc2ccccc2c(=O)n1-c1ccccc1[N+](=O)[O-]	-6	-0.1	2	13	-17	-6	24	11	6	3
CC1CN=C(NC(C)c2ccccc2)S1 (stereo not given)	0	0.0	17*	7	-85	6	4	5	-1	-1
COc1cc(OC)cc(C2(C#N)CCN(C)CC2)c1	3	0.2	4	-7	-6	2	19	-4	-4	0
CC(C)c1ccccc1NC1=NCCCS1	2	-0.2	-7	5	-14	-7	-5	5	-4	-3
CCOC(=O)c1nsnc1NCCCl	-5	-0.1	-1	2	-27	-7	11	-15	-6	-2
O=C(CCN1CCCCC1)NCC(=O)Nc1ccc(Br)cc1C(=O)c1ccccc1	2	-0.6	-1	2	-22	8	27	-7	2	-1
COC(=O)C(O)(c1ccc(NC(=O)c2cccs2)cc1)C(F)(F)F (stereo not given)	4	-0.3	-3	-57	-67	-3	53	1	-3	0
OC(c1ccccc1)(c1ccccc1)C1CN2CCC1CC2 (stereo not given)	4	0.1	1	-4	-16	-2	9	/	/	0
Cc1nc2ccccc2c(=O)n1-c1ccc(Br)cn1	1	0.1	0	-176	-31	22*	19	3	1	-2
Cc1ccc(-c2nc3ccccc3c(=O)n2-c2cccc(O)c2)cc1	3	-0.4	1	10	-24	-2	20	2	-3	3
Cc1cccc(CN2CCN(CC(=O)N3CCC4(CC3)OCCO4)C2=O)c1	-3	0.3	3	-24	-32	0	7	21	-4	0
CCOC(=O)C1CCN(/C=C2/C(=O)NC(=S)N(c3ccccc3F)C2=O)CC1	-2	-0.3	2	-5	-1	3	16	-3	-9	/
O=c1[nH]c(=S)n(CCC2=CCCCC2)c(O)c1C=NCc1cccnc1	-1	-0.1	2	-5	-35	-5	1	0	-5	8
CN1CCN(C(=O)COc2ccc3ccccc3c2)CC1	1	0.6	2	-28	-49	5	33	-3	-4	-1
COC(=O)C1=C(c2ccc(S(C)(=O)=O)cc2)C[C@@H]2CC[C@H]1N2C(=O)N1CCOCC1	-3	0.1	/	13	/	/	10	-1	-1	-2
COP(=O)(NC(=O)C(Cl)(Cl)Cl)OC	-4	-0.4	5	7	6	4	-1	-1	-1	-1
COc1ccc(CN2C(=O)NC(=O)/C(=C\c3ccc(OC)c(OC)c3OC)C2=O)cc1	2	-0.3	2	3	-11	0	24	-6	0	0
CCCCn1c(O)c(/C(CC)=N/N2CCCCC2c2cccnc2)c(=O)[nH]c1=S (stereo not given)	-2	0.0	-1	11	22	2	20	0	7	1
CSc1ccc(CN2CCN(C(=O)COc3cccc(C)c3)CC2)cc1	3	-0.2	3	14	-16	-2	26	1	-1	-1
CC(NCc1ccccc1C(F)(F)F)C(O)c1ccccc1 (stereo not given)	-4	-0.3	3	21	-9	8	9	7	-1	2
O=C(Cn1ncc2c3ccccc3n(Cc3ccc(F)cc3)c2c1=O)N1CCC2(CC1)OCCO2	0	-0.5	3	28	-25	-1	11	2	-1	/
CS(=O)(=O)NCc1nnc2n1-c1ccc(Cl)cc1C(c1ccccc1)=NC2	2	0.8	1	7	-2	-1	16	1	3	-2
CN(CC(=O)Nc1ccccc1-c1ccccc1)C1CCCCC1	2	-0.4	3	33	-2	0	-1	17	12	2
S=C1NCCN1	-6	-0.1	5	0	1	8	14	-58	-45	0

6 entries drawn at random from the list so far, as already listed:
SMILES	GSK3beta inhib	HIF act	HSP90 inh	aSyn 5UTR inh	KLF5 inhibitor	IEC-6 cytotox	AI-2 QS modul	HSF1 activator	HSF1 inhib	GSK3 alpha inh
CCOC(=O)C1CCN(/C=C2/C(=O)NC(=S)N(c3ccccc3F)C2=O)CC1	-2	-0.3	2	-5	-1	3	16	-3	-9	/
OC(c1ccccc1)(c1ccccc1)C1CN2CCC1CC2 (stereo not given)	4	0.1	1	-4	-16	-2	9	/	/	0
COc1ccc(CN2C(=O)NC(=O)/C(=C\c3ccc(OC)c(OC)c3OC)C2=O)cc1	2	-0.3	2	3	-11	0	24	-6	0	0
CN1CCN(C(=O)COc2ccc3ccccc3c2)CC1	1	0.6	2	-28	-49	5	33	-3	-4	-1
O=C(Cn1ncc2c3ccccc3n(Cc3ccc(F)cc3)c2c1=O)N1CCC2(CC1)OCCO2	0	-0.5	3	28	-25	-1	11	2	-1	/
CSc1ccc(CN2CCN(C(=O)COc3cccc(C)c3)CC2)cc1	3	-0.2	3	14	-16	-2	26	1	-1	-1

Molecules shown so far containing a cyano group (two):
SMILES	GSK3beta inhib	HIF act	HSP90 inh	aSyn 5UTR inh	KLF5 inhibitor	IEC-6 cytotox	AI-2 QS modul	HSF1 activator	HSF1 inhib	GSK3 alpha inh
Cc1cc(C)n(-c2ccc(NN=C(C#N)C#N)cc2)n1	6	1.9	7	29	-34	-2	14	-6	-16	-2
COc1cc(OC)cc(C2(C#N)CCN(C)CC2)c1	3	0.2	4	-7	-6	2	19	-4	-4	0

Screening results: PubChem BioAssay, several laboratories

These rows are one share of the data; the hit share may differ from the screen's.
